MEKK3 PB1 HTS – modulators (inhibitors or enhancers) of MEK5 binding to human MEKK3 PB1 domain; bead-based flow cytometry, Alexa488-MEK5 binding to MEKK3; actives lie on both sides; 0 = blocked by unlabeled MEK5, 100 = vehicle; Q99759; AID 1529; binding response (% of control), % at 10 µM; hit rate 1.4% among 290,000;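 active = binding response more than 3 SD above or below the average of its plate-row segment, actives on both sides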;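 also: Alexa488 bead fluorescence after subtracting the streptavidin-only scavenger bead signal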
MEKK2mut PB1 HTS – signal of MEK5 binding to mutant human MEKK2 PB1 domain; bead flow cytometry, Alexa488-MEK5 binding to MEKK2 mutant; percent response, % at 10 µM; hit rate 0.35% among 290,000; in the data active = percent response above about 24%, passing the limit was not always enough; also: inactives centre near 1; some results filed as inactive read as strong as hits; reference of the scale not given here
NALP1 inh – blocks the NALP1 inflammasome reconstituted in yeast; S. cerevisiae NALP1/ASC/caspase-1 growth, X-gal OD620, 72 h; hit rate 0.61% among 280,000; inhibition, % at 10 µM; in the data active = inhibition mostly above about 24%, no sharp cut-off; inactive = mostly below about 32%; also: some compounds called inactive have numbers as strong as hits
MEKK2 WT-MEK5 – raises or lowers MEK5 binding to wildtype human MEKK2 PB1 domain | Q9Y2U5 | bead flow cytometry, Alexa488-MEK5 binding to MEKK2 WT; actives lie on both sides | binding response (% of control), % at 10 µM | hit rate 1.1% among 290,000 | AID 1531; in the data active = binding response below about 67% or above about 130%
PfM18AAP inh – blocks P. falciparum M18 aspartyl aminopeptidase. recombinant PfM18AAP, H-Glu-NHMec fluorogenic cleavage. inhibition, % at 7.35 µM. hit rate 1.2% among 290,000. AID 1822;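 active = inhibition above the campaign mean inhibition over all tested compounds plus 3 SD, cut at about 28% in these data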;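 also: 0% = plate median of test compound wells and 100% = 2 mM ZnCl2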
p-CIP stab down – compounds decreasing mouse p/CIP protein stability | F442A p/CIP-EGFP cells, EGFP fluorescence, 16 h | decrease of EGFP signal, % at 10 µM | hit rate 0.01% among 290,000 | Q05BA5;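 active = EGFP signal decrease of at least 30% at 10 µM or well 3 SD below plate mean, unless failing retest; inactive = the rest, including hits failing retest or dose response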; also: some compounds called inactive have numbers as strong as hits; many of its hits are not listed in these tables
Target sequence (Q05BA5 1-1403): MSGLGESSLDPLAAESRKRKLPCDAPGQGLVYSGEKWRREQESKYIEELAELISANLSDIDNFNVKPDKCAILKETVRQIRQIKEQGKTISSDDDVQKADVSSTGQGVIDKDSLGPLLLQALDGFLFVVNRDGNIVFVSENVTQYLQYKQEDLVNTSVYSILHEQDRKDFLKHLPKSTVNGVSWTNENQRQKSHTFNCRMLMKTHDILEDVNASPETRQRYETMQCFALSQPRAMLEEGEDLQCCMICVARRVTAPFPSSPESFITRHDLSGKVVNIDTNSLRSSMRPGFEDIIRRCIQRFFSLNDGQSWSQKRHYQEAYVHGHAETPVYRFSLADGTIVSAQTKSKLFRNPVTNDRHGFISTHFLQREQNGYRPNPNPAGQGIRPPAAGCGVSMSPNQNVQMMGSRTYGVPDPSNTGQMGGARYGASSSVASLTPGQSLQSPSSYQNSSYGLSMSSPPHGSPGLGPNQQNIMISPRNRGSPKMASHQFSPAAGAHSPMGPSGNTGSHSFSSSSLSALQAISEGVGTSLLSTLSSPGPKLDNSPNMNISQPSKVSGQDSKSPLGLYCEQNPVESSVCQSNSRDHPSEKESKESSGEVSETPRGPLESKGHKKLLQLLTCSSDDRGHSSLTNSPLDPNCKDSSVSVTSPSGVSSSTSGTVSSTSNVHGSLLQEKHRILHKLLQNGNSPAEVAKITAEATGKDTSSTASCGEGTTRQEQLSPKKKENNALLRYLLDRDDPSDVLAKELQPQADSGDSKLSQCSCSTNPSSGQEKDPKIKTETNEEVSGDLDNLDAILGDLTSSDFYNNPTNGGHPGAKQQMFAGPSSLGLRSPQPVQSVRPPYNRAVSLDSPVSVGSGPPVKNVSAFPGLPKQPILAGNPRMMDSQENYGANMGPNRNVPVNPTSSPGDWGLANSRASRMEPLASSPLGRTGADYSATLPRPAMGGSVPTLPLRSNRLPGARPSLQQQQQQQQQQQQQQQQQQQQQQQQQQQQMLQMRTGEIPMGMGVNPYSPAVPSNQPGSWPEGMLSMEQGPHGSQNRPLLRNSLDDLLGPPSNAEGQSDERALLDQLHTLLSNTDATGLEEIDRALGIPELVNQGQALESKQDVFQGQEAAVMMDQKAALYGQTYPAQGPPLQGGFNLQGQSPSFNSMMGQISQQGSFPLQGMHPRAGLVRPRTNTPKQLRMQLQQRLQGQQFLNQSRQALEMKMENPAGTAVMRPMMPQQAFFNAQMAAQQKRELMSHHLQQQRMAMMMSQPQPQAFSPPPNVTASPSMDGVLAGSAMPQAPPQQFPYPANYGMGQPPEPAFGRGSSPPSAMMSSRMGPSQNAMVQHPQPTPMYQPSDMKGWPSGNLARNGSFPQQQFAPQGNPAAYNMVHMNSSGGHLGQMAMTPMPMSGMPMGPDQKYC
IDE act – activators of human insulin-degrading enzyme in cells | HEK cells, FAbeta-B cleavage, fluorescence polarization; 0% vehicle, 100% cell-free pure enzyme wells | P14735 | hit rate 0.073% among 340,000 | AID 493087 | activation, % at 5.96 µM;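 active = activation above the mean of all tested compounds plus 3 SD, set per screening campaign, cut at about 17% in these data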
IDE inh – inhibitors of human insulin-degrading enzyme in cells. HEK cells, FAbetaB cleavage, fluorescence polarization. inhibition, % at 5.59 µM. hit rate 0.41% among 320,000. P14735;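 active = percent inhibition above the average of all tested compounds plus 3 SD, set per screening campaign, cut at about 16% in these data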;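 also: IDE supplied by intact live HEK cells; FP after avidin binding of uncleaved biotin substrate so inhibition keeps polarization high; 0% = DMSO wells and 100% = 60 µM reference IDE inhibitor Ii1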
SUMO HTRF inh – blocks human SUMOylation mediated by UBC9. HTRF SUMOylation assay, SAE1/SAE2 + UBC9, in vitro. inhibition, % at 35 µM. hit rate 0.36% among 290,000. AID 2006; in the data active = inhibition above about 50%, passing the limit was not always enough; also: strong numbers were not always called active
Starred values were filed as active, the others as inactive; x = not tested or not shown. Some of the compounds tested, so the mix of outcomes need not match the whole.

SMILES	MEKK3 PB1 HTS	MEKK2mut PB1 HTS	NALP1 inh	MEKK2 WT-MEK5	PfM18AAP inh	p-CIP stab down	IDE act	IDE inh	SUMO HTRF inh
O=C(CSc1nnc(CNC(=O)c2ccccc2F)o1)NC1CCCCC1	99	0	3	96	3	-10	6	-3	-4
COCCOC(=O)c1c(C)n(C)c2ccc(OC(=O)N3CCOCC3)cc12	101	1	21	101	-3	-1	3	5	-2
C=C1CCN([C@H](C(=O)Nc2ccc(OC)cc2)C(C)C)S(=O)(=O)c2ccccc21	98	3	13	100	x	3	3	6	-9
Cc1ccc(CC(=O)O/N=C(\N)c2cccc([N+](=O)[O-])c2)cc1	100	-2	20	99	0	4	-1	1	4
CC(C)C[C@@H](COc1ccccc1)N1CCN(CCc2ccccc2)CCC1=O	105	4	13	108	8	3	2	10	-3
O=C(NCCCc1ccccc1)c1cc(COc2c(F)cccc2F)on1	98	-5	36	94	-4	2	10	-5	-13
COC(=O)c1ccc(COC(=O)c2[nH]c(C)c(C(C)=O)c2C)o1	107	-1	19	104	-4	-34	7	-3	5
Cc1ccc(-c2cc(C(=O)N3CCN(c4ncccn4)CC3)c3cc(Br)ccc3n2)o1	105	0	22	97	6	-8	-17	1	1
NC(=O)c1cccnc1Oc1ccc(Cl)cc1	90	-11	-2	90	-19	-7	4	-6	17
Cc1cccc(N/C(N)=N/c2nc(CSc3ccc(Cl)cc3)cc(=O)[nH]2)c1	104	-1	-1	100	6	-7	x	-3	-11
CN(C)CCNC(=O)/C(=N\O)c1ccccn1	101	-3	10	93	3	-11	3	3	16
Cc1n[nH]c(=O)nc1N/N=C/c1ccco1	104	9	0	104	2	3	6	0	-9
CCOc1ccc(-c2nn(-c3ccccc3)cc2/C=C2\SC(N)=NC2=O)cc1C	106	0	9	98	5	-3	9	3	-7
Cc1ccc(N(Cc2ccccc2O)C(=O)c2ccccc2F)cc1	103	9	11	104	2	5	5	x	-3
Cn1ccnc1SCC(=O)Nc1cc(F)ccc1F	98	4	10	104	5	-6	6	0	18
O=C(O)c1coc2ccccc12	85	-12	-13	89	-6	-14	x	1	14
CC1(C)CC2CC(C)(CN2C(=O)CCCN2C(=O)c3ccccc3C2=O)C1 (stereo unspecified)	102	4	19	102	-13	-8	-3	1	8
O=C(O)c1cccc(-n2c(/C=C/c3ccc([N+](=O)[O-])cc3)nc3ccccc3c2=O)c1	106	3	6	106	0	12	2	7	8
COc1ccc(C)cc1NC(=O)CCNC(=O)Cn1ccc2ccccc2c1=O	98	-2	14	96	-6	-11	2	-18	16
O=C(/C=C/c1ccc(Cl)c(Cl)c1)n1cccn1	100	6	17	101	-5	-12	-5	4	24
CN(CCC#N)C(=O)COC(=O)c1ccc(Cl)cc1O	99	-2	-9	100	-10	-8	8	1	10
Cc1cc(Cl)ccc1NC(=S)NCc1ccccc1Cl	128*	0	11	109	1	-6	3	-2	5
Cn1c(=O)[nH]c(=O)c2c1nc(NCc1ccco1)n2CCCc1ccccc1	82	6	1	102	-3	-4	-2	x	-5
O=C1CSC(c2ccncc2)N1Cc1ccc(F)cc1 (stereo unspecified)	99	-1	12	105	16	10	1	4	7
CC1CC(=O)NN=C1c1ccc(N)c([N+](=O)[O-])c1 (stereo unspecified)	96	-1	4	96	-2	-7	5	5	13
C=CCOc1ccc(CNc2nn[nH]n2)cc1	90	-2	-6	97	5	-7	1	4	12
S=c1[nH]nc2nnc3ccccc3n12	87	-23	x	95	18	7	6	-1	-15
CC(=O)N1CCN(C(=S)c2ccc(N(C)C)cc2)CC1	95	1	-13	88	-21	-7	2	0	-7
CCc1cccc(C)c1NS(=O)(=O)c1cc(Br)cnc1N	94	-8	-37	92	7	10	4	1	x
CCOC(=O)C(=CNc1ccc(Cl)cn1)C(=O)OCC	106	11	5	102	-7	-8	5	1	11

Arranged by SMILES length (high to low): five of the compounds above
SMILES	MEKK3 PB1 HTS	MEKK2mut PB1 HTS	NALP1 inh	MEKK2 WT-MEK5	PfM18AAP inh	p-CIP stab down	IDE act	IDE inh	SUMO HTRF inh
Cn1c(=O)[nH]c(=O)c2c1nc(NCc1ccco1)n2CCCc1ccccc1	82	6	1	102	-3	-4	-2	x	-5
CC(=O)N1CCN(C(=S)c2ccc(N(C)C)cc2)CC1	95	1	-13	88	-21	-7	2	0	-7
CN(CCC#N)C(=O)COC(=O)c1ccc(Cl)cc1O	99	-2	-9	100	-10	-8	8	1	10
Cc1cc(Cl)ccc1NC(=S)NCc1ccccc1Cl	128*	0	11	109	1	-6	3	-2	5
S=c1[nH]nc2nnc3ccccc3n12	87	-23	x	95	18	7	6	-1	-15

(list continues)
SMILES	MEKK3 PB1 HTS	MEKK2mut PB1 HTS	NALP1 inh	MEKK2 WT-MEK5	PfM18AAP inh	p-CIP stab down	IDE act	IDE inh	SUMO HTRF inh
Cc1ccc(Cn2c(N/N=C/c3ccncc3)nc3c2c(=O)n(C)c(=O)n3C)cc1	103	4	-2	102	14	0	5	-4	-2
COc1ccc(OC)c(C(C(=O)NC2CCCCC2)N(Cc2ccco2)C(=O)c2ccccn2)c1 (stereo unspecified)	98	4	0	95	-8	0	-3	7	-2
Cc1ccc(NC2=C(Cl)C(=O)OC2OC(=O)c2ccccc2C)cc1 (stereo unspecified)	103	-8	3	94	-7	1	-4	x	-24
CC1=CC(C)(C)N(C(=O)c2ccc(F)cc2)c2cc3c(cc21)OCO3	x	x	28	x	-14	-2	3	-5	-15
COCCn1c(=O)c2cc3c(=O)n(CCOC)c(=O)c3cc2c1=O	102	3	-2	99	9	-3	-5	4	11
COc1ccc(OCc2cc(C(=O)NC3CCOCC3)no2)c2ccccc12	102	2	21	99	2	-6	-4	-2	-2
CCCNS(=O)(=O)c1ccc(NC(=O)c2cccnc2)cc1	94	1	-7	95	2	-11	-2	-2	3
Cc1nn(Cc2ccc(C(=O)O)o2)c(C)c1[N+](=O)[O-]	96	-9	-1	92	-3	-6	2	6	25
CCN(Cc1ccc(C#CCCO)cc1)CC1CCCN(CCc2cccc(F)c2)C1 (stereo unspecified)	103	6	28	119	1	-13	-5	-2	1
CCOc1cc(CNn2cnnc2SCC(=O)NC(C)(C)C)ccc1OCC(=O)NC(C)(C)C	104	1	8	98	2	4	0	-3	22
CCCOc1nc2c(c(=O)n(C)c(=O)n2C)n1Cc1cccc2ccccc12	102	2	0	97	-3	-24	6	4	-10
Nc1nonc1-n1nnc(C(=O)N/N=C/c2c(Cl)cccc2Cl)c1CSC1=NCCS1	101	-13	x	95	-4	-5	-5	0	2
O=S(=O)(Nc1ccc2c(c1)nc1n2CCN(Cc2ccccc2)C1)c1ccc(F)cc1	102	3	16	94	-10	-4	1	2	43
CCC(CC)N1CCN(Cc2nc3ccc([N+](=O)[O-])cc3c(=O)n2-c2ccccc2F)CC1	106	9	13	107	10	5	-1	0	10
CC(=C1C(=O)c2ccccc2C1=O)N1CCN(CCN=CC2=C(O)CC(C)(C)CC2=O)CC1	82	-5	33	88	-3	-8	-3	0	26
COC(=O)C(NC(=O)CNS(=O)(=O)c1ccc(Br)cc1)c1ccccc1 (stereo unspecified)	101	1	-28	95	5	10	0	2	5
CCn1nc(C(=O)OCc2c(C)noc2C)c2ccccc2c1=O	99	3	27	109	5	2	6	3	22
COCCn1c(C)cc(/C=C2\NC(=S)N(C)C2=O)c1C	92	-4	22	93	11	-2	6	5	7
CCN(C(=O)c1ccc(C(C)(C)C)cc1)c1nnc(Cn2nnc3ccccc32)s1	105	-2	10	95	-2	-8	2	6	-16
Fc1ccc(N/N=C2/CCSc3sccc32)c(F)c1	92	-7	16	95	-5	11	5	-6	27
Cc1cc2ncc(-c3cccc(Cl)c3)cn2n1	97	-6	8	96	-2	-7	-3	-4	-11
CCCSc1nc(O)c(C2OC(=O)c3c2ccc(OC)c3OC)c(=O)n1-c1ccccc1 (stereo unspecified)	102	0	-6	101	-11	-4	8	4	0
CCN(CC)CCNC(=O)c1cc2cc3ccc(OC)cc3nc2o1	101	4	18	98	3	-1	0	5	29
Cn1c(SCc2cccc(Cl)c2)nc(C(F)(F)F)cc1=O	98	4	16	105	-7	-8	2	3	25
CC(C)=NN/C(N)=N/C(=S)Nc1ccc(C)cc1	103	-3	18	99	29*	-4	2	7	11
NC(=O)NC(Cc1ccccc1)C(=O)NCC1(N2CCCCC2)CCCCC1 (stereo unspecified)	94	-3	13	101	-1	0	-4	-6	7
OCc1c(Cl)nc2ccccn12	102	1	29	99	-6	14	1	-1	4
Cc1ccc(S(=O)(=O)N(C)C)cc1NC(=O)CSc1ncn[nH]1	101	4	4	103	6	6	5	0	-4
COC(=O)c1ccccc1SCC(=O)Nc1ccc(N2CCOCC2)cc1	99	-3	16	101	5	-7	-4	-3	10
CCOc1ccc2c(c1)c1nnc(SCC(=O)N3CCCCC3C)nc1n2C (stereo unspecified)	104	5	6	112	3	-24	5	0	-11
CC(Oc1ccc(F)cc1)c1ccnc2nc(/N=C/N(C)C)nn12 (stereo unspecified)	103	-3	6	94	-1	2	4	-1	7
O=C(CSc1nncs1)NC(=O)NCc1ccccc1	99	6	12	96	3	-14	-2	-1	29
CCOC(=O)c1nnc(-c2ccccc2)nc1Oc1ccccc1Cl	103	0	32	107	0	-3	6	-3	-4
C(=N\N1CCOCC1)/c1ccsc1	107	12	1	113	5	-13	5	4	18
Cc1onc(CO)c1C(=O)Nc1nccs1	113	-1	-5	108	3	-1	7	-4	0
Clc1ccc(-c2csc(N/N=C/c3ccco3)n2)cc1	97	-2	17	92	16	2	2	5	4
COc1ccc(NC(=O)C2=NNC(=O)CC2)cc1S(=O)(=O)N1CCCCC1	100	0	-3	98	-4	-9	-7	3	11
COc1cc2[nH]c(C(=O)Nc3ccc4c(c3)OCCO4)cc2c(OC)c1OC	104	9	7	105	4	-3	-4	-1	x
Cc1ccc(CC(CC(=O)O)C(=O)Nc2ccc(Cl)cc2)cc1 (stereo unspecified)	94	6	22	96	-5	-2	2	4	11
COC(=O)NC(=C(Cl)Cl)S(=O)(=O)c1ccccc1	104	6	5	105	-5	-12	6	6	15
CN(c1ccc(F)cc1)S(=O)(=O)c1ccc(Cl)c(C(=O)OCC(=O)NCc2ccco2)c1	113	-40	-1	107	7	-6	5	-1	8
CCN(c1ccccc1)S(=O)(=O)c1ccc(C(=O)N(CCCN(C)C)c2nc3cc4c(cc3s2)OCO4)cc1	106	25*	15	158*	5	-25	6	-2	-3
O=C1C(=O)N(Cc2ccco2)C(c2cccs2)/C1=C(\O)c1cccc([N+](=O)[O-])c1 (stereo unspecified)	103	6	17	99	0	-10	1	-1	10
Cc1cccc(C(=O)Oc2ccc(/C=N/O)cc2)c1	106	5	-17	100	5	-11	4	4	16
CC(C)OC(=O)CC(=O)CSc1nc2c(cc1C#N)CCC2	105	1	12	106	7	-14	3	2	25
COc1cccc(/C=C2\CCC(C3CCCC3)C2=O)c1 (stereo unspecified)	101	1	9	103	2	7	3	3	-4
COc1ccc(C(=O)NCCc2ccc(F)cc2)cc1OC	101	-1	11	101	2	2	4	1	20
NS(=O)(=O)c1ccc(CNC(=O)c2cc(-c3ccccc3)nc3ccccc23)cc1	92	-3	x	97	4	0	2	-2	-1
Cc1cc(=O)c2c(C)nn(-c3ccccc3)c2[nH]1	109	9	32	111	-14	-12	5	1	4
O=C(CSC1=NCCS1)N1CCCCCC1	100	6	8	102	0	0	-1	1	22
